Bioassay records (PubChem BioAssay)
GALK inhibitor: qHTS Assay for Inhibitors of Human Galactokinase (GALK) | P51570 | Potency, µM (doses to about 57.5 µM), without a hit: at the top dose activity change, negative = inhibition, hits mostly inhibitors | Purified GALK, Kinase-Glo residual ATP luminescence | 0.007% of 270,000 active; further: potency means the concentration at half of the fitted maximal effect; on the % scale 0 is the no-effect control and ±100 the full control effect
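Human GALK (5 nM) with 35 uM ATP and 100 uM galactose in 20 mM HEPES pH 8.0, 5 mM MgCl2, 60 mM NaCl, 1 mM DTT, 0.01% BSA. After 1 h at room temperature, leftover ATP was read by Kinase-Glo Plus luminescence.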
Eya2 inh: qHTS Assay for Inhibitors of the Phosphatase Activity of Eya2. Protein phosphatase EYA2 (Homo sapiens), O00167. recombinant Eya2, OMFP fluorescence dephosphorylation (OMFP is methylfluorescein phosphate). Potency, µM (series often up to 76.9 µM), without a hit: top-dose activity, negative = inhibition, actives largely listed as inhibitors. 0.006% of 330,000 active. AID 488837, 2010; further: potency means the concentration at half of the fitted maximal effect; on the % scale 0 is the no-effect control and ±100 the full control effect
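Eya2 protein (added as 0.2 uM solution) was preincubated with compound for 10 min at ambient temperature in 50 mM HEPES pH 7.5, 50 mM NaCl, 5 uM MgCl2, 0.05% BSA, 1 mM DTT. OMFP (added at 50 uM) then reacted 10 min; fluorescence read at 485/525 nm.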
S-ASM inh: Inhibitors of Secretory Acid Sphingomyelinase (S-ASM): qHTS; Sphingomyelin phosphodiesterase (Homo sapiens), P17405; placental ASM, HMU-PC fluorogenic substrate, 60 min; Potency, µM (highest dose often 57.5 µM), without a hit: at the top dose activity change, negative = inhibition, hits mostly inhibitors; 0.006% of 340,000 active; AID 504937, 2011; further: potency means the concentration at half of the fitted maximal effect
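Human placenta-derived ASM preincubated with compound 10 min at room temperature, then reacted with 9 uM (final) fluorogenic HMU-PC substrate for 60 min at 37 C. Stop solution raises pH to 10; fluorescence read at Ex 386/Em 447 nm.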
PKM2 act: qHTS Assay for Activators of Human Muscle isoform 2 Pyruvate Kinase | Pyruvate kinase PKM (Homo sapiens), P14618 | purified PKM2, Kinase-Glo ATP luminescence, activation; response scale: 0% is enzyme alone, no compound | Potency, µM (doses to about 57.5 µM), for the others: top-dose activation, most hits filed as activators | 0.34% of 260,000 active; further: potency means the concentration at half of the fitted maximal effect; on the % scale 0 is the no-effect control and ±100 the full control effect; nearly all actives have a fitted effect of over 55% in size
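hPK-M2, >95% pure; 0.1 mM ADP / 0.5 mM PEP final; imidazole pH7.2 buffer w/ 7 mM MgCl2, 50 mM KCl; 1 h RT; Kinase-Glo lum. Intermediate enzyme activity for dual inhibitor/activator qHTS.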
USP2a inh: qHTS Assay for Inhibitors of Ubiquitin-specific Protease USP2a Using CHOP2 as the Reporter; Ubiquitin carboxyl-terminal hydrolase 2 (Homo sapiens), O75604; USP2 core, Ub-CHOP2 coupled fluorogenic reporter, 485/531; Potency, µM (top dose mostly 38.3 µM), for inactives: top-dose activity change, negative = inhibition, most hits filed as inhibitors; 0.01% of 330,000 active;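 further: potency means the concentration at half of the fitted maximal effect; plate controls were DMSO wells for no effect and full inhibition by NEM control for full effect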
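USP2 core (10nM final) preincubated 30min RT with compound in 20mM Tris-HCl pH 8.0, 2mM CaCl2, 2mM beta-mercaptoethanol, 0.05% CHAPS; 25nM Ub-CHOP2 plus 25nM reporter substrate added, fluorescence (Ex485/Em531) read after 60min.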
hERG WT inh: qHTS for Inhibitors of KCHN2 3.1: Wildtype qHTS; Voltage-gated inwardly rectifying potassium channel KCNH2 (Homo sapiens), Q12809; U2OS, BacMam KCNH2, thallium flux FluxOr; hits give low values; activity change, % at 1.84 µM; 0.37% of 340,000 active;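 active means maximum activity change below -70%; inconclusive means maximum activity change between -70% and -50%; inactive means maximum activity change above -50%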; further: on the % scale 0 is the no-effect control and ±100 the full control effect
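U2OS cells transduced with wild-type KCNH2 virus are loaded with FluxOr dye for 45 min, and thallium flux is measured in kinetic reads before and after stimulation buffer. Rate constants are normalized to DMSO controls.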
MBNL1 CUG block: qHTS Assay for Inhibitors of MBNL1-poly(CUG) RNA binding; Muscleblind-like protein 1 (Homo sapiens), Q9NR56; TR-FRET MBNL1-His/biotin-(CUG)12 binding, 665/545 ratio; Potency, µM (titrated, usually from 57.5 µM), for inactives: top-dose activity change, negative = inhibition, most hits filed as inhibitors; 0.036% of 280,000 active; active means well fitted inhibition curve with a large enough effect in the signal ratio, with a control signal flat, not every such curve was filed as active; inconclusive means small, poorly fitted or top-dose-only effect, or effect the other way, or a change in a side signal; inactive means no such curve, though single readings can be large or run the other way; the % refers to the signal ratio; further: potency means the concentration at half of the fitted maximal effect; on the % scale 0 is the no-effect control and ±100 the full control effect
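TR-FRET readout: Ex 340 nm, 665/545 nm emission ratio, normalized to buffer-only (basal) and MBNL1-(CUG)12 controls. Complex of MBNL1-His with Biotin-(CUG)12, compounds 92 nM–58 uM, incubated 60 min at room temperature.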
Chronic BCR inh: qHTS Assay to Find Inhibitors of Chronic Active B-Cell Receptor Signaling; ABC-DLBCL IkBa-CBG/CBR reporter, luminescence ratio, 4 h; Potency, µM (series often up to 46.1 µM), without a hit: at the highest dose ratio change, negative = lower green/red ratio, hits mostly inhibitors; 0.05% of 340,000 active; active means well fitted inhibition curve with a large enough effect in the signal ratio, with a control signal flat, not every such curve was filed as active; inconclusive means small, poorly fitted or top-dose-only effect, or effect the other way, or a change in a side signal; the % refers to the signal ratio;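 further: potency means the concentration at half of the fitted maximal effect; plate controls were basal doxycycline-induced cells for no effect and cells given 10 µM MG132 for full effect; MG132 reads +100%, hits lower the ratio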
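Compounds up to 46 uM were incubated four hours with TMD8 cells whose green CBG68 luciferase is fused to IkappaBalpha; red CBR luminescence normalised the signal, and concentration-effect curves were fitted to fusion, red and ratio data.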
TSHR antagonist: Antagonists of the Thyroid Stimulating Hormone Receptor: HTS campaign; Thyrotropin receptor (Homo sapiens), P16473; TSHR-expressing cells, TSH-stimulated cAMP HTRF, 2 h; hits give low values; activity change, negative = inhibition, % at 11.5 µM; 0.2% of 330,000 active; AID 504810, 2011;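 active means activity change below a set negative limit, meaning inhibition stronger than a set level, cut at about -70% in these data; inconclusive means activity change between two set negative limits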; further: on the % scale 0 is the no-effect control and ±100 the full control effect
Target sequence (P16473 whole entry, looked up): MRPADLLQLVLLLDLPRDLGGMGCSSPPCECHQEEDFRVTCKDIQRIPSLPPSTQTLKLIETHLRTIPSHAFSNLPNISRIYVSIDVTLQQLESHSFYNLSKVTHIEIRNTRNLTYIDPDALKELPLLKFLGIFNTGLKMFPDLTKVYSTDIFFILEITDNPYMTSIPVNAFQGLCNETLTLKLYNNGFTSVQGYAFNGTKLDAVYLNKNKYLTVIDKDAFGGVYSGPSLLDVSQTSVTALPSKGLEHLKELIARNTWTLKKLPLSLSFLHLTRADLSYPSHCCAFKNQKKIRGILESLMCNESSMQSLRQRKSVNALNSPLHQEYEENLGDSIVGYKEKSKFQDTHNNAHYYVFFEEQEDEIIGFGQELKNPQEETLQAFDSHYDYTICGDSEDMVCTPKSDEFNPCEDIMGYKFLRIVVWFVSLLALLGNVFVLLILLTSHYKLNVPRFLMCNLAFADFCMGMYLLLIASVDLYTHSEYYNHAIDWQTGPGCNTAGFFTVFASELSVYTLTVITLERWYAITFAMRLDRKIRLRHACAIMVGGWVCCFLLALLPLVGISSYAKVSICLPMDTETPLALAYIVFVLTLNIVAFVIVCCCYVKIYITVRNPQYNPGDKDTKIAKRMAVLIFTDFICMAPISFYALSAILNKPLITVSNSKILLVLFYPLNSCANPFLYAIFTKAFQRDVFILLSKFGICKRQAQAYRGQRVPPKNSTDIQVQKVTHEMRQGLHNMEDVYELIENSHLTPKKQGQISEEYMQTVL
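Competitive HTRF cAMP read-out (cryptate anti-cAMP antibody, cAMP-d2; 30 min, room temperature) in freshly harvested TSHR cells. Compounds added before TSH at EC80 (4nM final), followed by 2 hours' incubation at 37 deg C.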
Mito fusion act: qHTS Assay for Small Molecule Inhibitors of Mitochondrial Division or Activators of Mitochondrial Fusion; S. cerevisiae fusion-defective mutant growth rescue, CellTiterGlo 48 h; Potency, µM (series often up to 46.1 µM), for inactives: at the top dose growth rescue (activation), hits mostly activators; 0.23% of 320,000 active; AID 485298, 2010;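 further: potency means the concentration at half of the fitted maximal effect; % of control where 0% means no effect; nearly all actives have a fitted effect of over 45% in size; temperature-sensitive fusion mutants such as fzo1-1 at 37 °C on non-fermentable ethanol glycerol medium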
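Temperature-sensitive fusion-defective S. cerevisiae (e.g. fzo1-1, mgm1-5) were grown with compound in YPEG medium (3% ethanol, 3% glycerol) for 48 hours at 37C. Growth rescue was measured as viability by CellTiterGlo luminescence after 10 minutes at ambient.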
Menin-MLL TR inh: qHTS Assay for Inhibitors Targeting the Menin-MLL Interaction in MLL Related Leukemias: Competition With Texas Red Labeled MLL-derived Mutant Peptide; AID 1768, 2009; O00255; Menin + Texas Red MLL mutant peptide, fluorescence polarization; 0.23% of 270,000 active; Potency, µM (titrated, usually from 61.6 µM), inactives show at the top dose FP activity change, negative = inhibition, usual class: inhibitors; active means well fitted inhibition curve with a large enough effect in the polarisation, with a control signal flat, not every such curve was filed as active; inconclusive means small, poorly fitted or top-dose-only effect, or effect the other way, or a change in a side signal; inactive means no such curve, though single readings can be large or run the other way; the % refers to the polarisation; further: potency means the concentration at half of the fitted maximal effect; % of control where 0% means no effect; many of its hits are not listed in these tables
Numbers without * were called inactive; ? = inconclusive; · = not tested or not shown; & = joins results of further samples; [ ] = remark or other dose. Unless noted, the call rests on the fitted dose curve; in most records, active means well fitted curve in the direction sought with a large enough effect; inconclusive means small, poorly fitted or top-dose-only effect, or another doubt; inactive means no such curve, though single readings can be large; an effect the other way counts as inactive or inconclusive. Some of the compounds tested; rates above refer to the full screens.

SMILES	GALK inhibitor	Eya2 inh	S-ASM inh	PKM2 act	USP2a inh	hERG WT inh	MBNL1 CUG block	Chronic BCR inh	TSHR antagonist	Mito fusion act	Menin-MLL TR inh
OC1(CN2CCOCC2)C2CN3CCN(C2)CC1(c1ccccc1)C3 (stereo unspecified)	1%	-8%	-1%	-5%	0%	-1	-4%	0%	12	-6%	12%
CCOc1cccc(NC(=O)C2CCCN(S(=O)(=O)c3ccc(-n4cnnn4)cc3)C2)c1 (stereo unspecified)	8%	25%	-4%	-2%	3%	18	-6%	1%	-8	3%	?
O=C(NCc1cccnc1)c1c(O)c2cccc3c2n(c1=O)CCC3	-1%	7%	2%	0%	-1%	2	-6%	0%	-8	0%	?
Cc1ccc2c(c1)N(CC(=O)N1CCOCC1)C(=O)C(C)O2 (stereo unspecified)	1%	11%	-2%	0%	2%	-7	-1%	1%	2	4%	-18%
O=C(COC(=O)c1ccc([N+](=O)[O-])cc1)Nc1ccccc1C(=O)NC1CC1	·	3%	1%	·	2%	2	·	8%	-1	·	·
NS(=O)(=O)c1ccc(CCNC(=O)c2ccccc2[N+](=O)[O-])cc1	0%	-3%	1%	-1%	1%	2	?	2%	-5	0%	-1%
Cc1ccn2c(=O)nc(SCc3cccc(C(F)(F)F)c3)nc2c1	0%	-9%	-7%	17%	-1%	-5	1%	16%	-4	1%	7%
Cc1occc1-c1nnc(SCC(=O)NCc2cccs2)n1CC1CCCO1 (stereo unspecified)	-1%	11%	3%	0%	2%	16	-14%	-1%	27	10%	-13%
CCc1nnc(NC(=O)Cc2cccs2)s1	1%	-6%	2%	4%	1%	-1	3%	0%	-7	-4%	24%
O=C(CSc1nnc(-c2ccncc2)n1Cc1ccco1)Nc1ccccc1F	1%	4%	4%	2%	8%	-24	-9%	3%	7	0%	·
COCCN(Cc1nc(-c2ccc(-c3ccccc3)cc2)oc1C)C(C)C	1%	6%	-4%	0%	2%	13	12%	·	9	-12%	-17%
COc1ccc(S(=O)(=O)N(C)c2ccc(OC(=O)C(C)Oc3ccc(F)cc3)cc2)cc1 (stereo unspecified)	·	9%	5%	·	0%	8	·	-3%	-1	6%	·
O=C(CSc1nc2ccccc2[nH]1)NCc1ccc2c(c1)OCO2	-1%	-3%	3%	9%	0%	-2	?	-19%	-8	1%	-24%
CCOc1ccc(Br)cc1S(=O)(=O)Nc1ccc(C(=O)Nc2ccc(C)cc2)cc1	-1%	4%	-18%	4%	-1%	0	2%	2%	-15	2%	-21%
O=[N+]([O-])c1cc(Cl)ccc1Sc1ccccn1	0%	4%	-2%	-6%	-2%	-3	?	-4%	1	-2%	·
CCOc1ccccc1/C=C/c1onc(C)c1S(=O)(=O)N1CCC(C(=O)NC)CC1	·	-4%	28%	-22%	0%	4	10%	-5%	5	-2%	-7%
O=C(Oc1ccc2c(c1)OCC2=O)c1ccccc1	1%	-15%	2%	-3%	4%	7	-3%	?	-4	8%	33%[activator]
Cc1ccccc1NC(=S)NN1CCN(C)CC1	-1%	-1%	-1%	-1%	0%	-5	0%	-13%	3	-2%	12%
CCC1(C)Cc2ccccc2-c2nc(NCCO)n(-c3ccc(C)cc3)c(=O)c21 (stereo unspecified)	0%	6%	67%[activator]	-1%	3%	8	2%	6%	35	16%	-1%
Cc1ccc(C(=O)NCCCNC(=O)c2ccc(Cl)cc2)cn1	-3%	10%	2%	-5%	-2%	11	4%	0%	-6	1%	-6%
CCOc1ccc(N(C)S(=O)(=O)c2ccc(C)c(C(=O)N3CCN(Cc4ccc5c(c4)OCO5)CC3)c2)cc1	·	-3%	0%	·	-2%	27	·	?	-9	·	·
C=CCOc1ccc(/C(O)=C2\C(=O)C(=O)N(CCOC)C2c2cccnc2)cc1 (stereo unspecified)	2%	-9%	-2%	11%	0%	-43	6%	4%	13	1%	-11%
CC1(C)NC(=O)N(CC(O)CNC23CC4CC(CC(C4)C2)C3)C1=O (stereo unspecified)	0%	6%	0%	10%	2%	-100*	3%	4%	4	-8%	1%
COc1ccc(CCNC(=S)N2CCN(S(=O)(=O)c3ccccc3F)CC2)cc1	5%	-7%	-2%	?	0%	-1	4%	-15%	-15	-4%	·
CCOc1ccc(NC(=O)c2ccco2)cc1S(=O)(=O)N1CCCC1	·	18%	1%	·	-1%	1	·	3%	-5	1%	·
O=C(CN1CCN(c2ccccc2)CC1)NC(=O)NCc1ccccc1	·	2%	1%	·	2%	23	·	?	3	3%	·
S=c1[nH]nc(COc2ccccc2)n1/N=C/c1ccncc1	7%	-4%	0%	-32%	-1%	0	-2%	3%	-13	-2%	-18%
COc1cccc(N2CCN(C(=O)CCSCc3ccccc3F)CC2)c1	-4%	-26%	-2%	-1%	-1%	-13	-10%	-4%&0%	-17	2%	-29%
CCC(Oc1ccccc1)C(=O)Nc1ccc(S(=O)(=O)Nc2ncccn2)cc1 (stereo unspecified)	-3%	5%	-1%	-1%	2%	-1	-3%	3%	6	4%	9%
COc1cccc(-c2nc(CS(=O)CC(=O)NCc3ccc4c(c3)OCO4)c(C)o2)c1 (stereo unspecified)	1%	13%	0%	-1%	6%	-19	6%	-14%	-1	-3%	-6%
COc1ccc(CCNC(=O)CSCC(=O)Nc2cc(S(C)(=O)=O)ccc2Cl)cc1	·	3%	-2%	·	-1%	4	·	-2%	11	·	·
COc1ccc(C/C(N)=N/OC(=O)COc2ccccc2C)cc1	-1%	-15%	-4%	1%	6%	-21	·	1%	-13	20%	4%
COc1ccccc1OCCNS(=O)(=O)c1ccc2oc3ccccc3c2c1	-2%	-2%	-27%	-5%	0%	-1	-8%	?	4	-3%	-20%
N#CC1=C(N)NC(SCc2ccccc2)=C(C#N)C12CCCC2	·	-4%	-1%	9%	2%	-3	14%	?	-5	26%	9%
N#C/C(=C/c1ccc(N2CCCCC2)cc1)c1cccc(F)c1	0%	6%	-1%	-7%	2%	22	-6%	?	-11	-2%	24%
COC(=O)c1ccc(N=Nc2c(C)[nH]n(-c3ccccc3)c2=O)cc1	0%	-8%	-13%	2%	2%	-11	-6%	?	-6	-1%	-2%
CC1CCN(S(=O)(=O)c2ccc(NC(=O)c3ccccc3F)cc2)CC1	-3%	2%	3%	-1%	-1%	-15	-3%	8%	0	32%	27%
COc1ccc(CN2CCN(C(=O)c3cccc4ccccc34)CC2)cc1Br	-3%	-10%	1%	-4%	1%	-8	6%	?	-6	13%	-6%
O=C(C1=NN[C@@H]2C(=O)N(c3cccc(F)c3)C(=O)[C@H]12)c1ccc2ccccc2n1	1%	-3%	0%	11%	3%	-3	?	?	-8	-3%	-11%
O=C(CCSc1nc(-c2ccco2)cc(C(F)(F)F)n1)NCCN1CCOCC1	5%	9%	2%	3%	-2%	1	8%	?	6	-4%	-6%
